Assay outcomes deposited in PubChem by National Center for Advancing Translational Sciences (NCATS).
Caspase-7 inhib – blocks human caspase-7 allosterically or competitively; P55210; recombinant caspase-7, Ac-DEVD-AFC fluorescence rate; Potency, µM (titrated, usually from 57.5 µM), for the others: top-dose activity change, negative = inhibition, most hits filed as inhibitors; 75,000 compounds, 0.02% hits; AID 889; active = well fitted inhibition curve with a large enough effect in the main read-out, with a control signal flat, not every such curve was filed as active; inconclusive = small, poorly fitted or top-dose-only effect, or a change in a side signal; note: potency is the fitted concentration of half-maximal effect; % of control where 0% means no effect
Fluorescein autfl – compound fluoresces in the fluorescein spectral region; 59,000 compounds, 0.91% hits; AID 593; max fluorescein-equivalent concentration, M; Compound autofluorescence, 480/540 nm, fluorescein-equivalent; active compounds read high; in the data active = max fluorescein-equivalent concentration above about 10 nM; inconclusive = between about 1.1 nM and that limit
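In this qHTS profile, compound fluorescence was measured with a 480 nm/540 nm filter pair following a 15-min room-temperature incubation in 100 mM Tris (pH 8.0). A six-point fluorescein series on each plate served for normalization.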
A350 autofl – compounds fluorescent in Alexa 350 spectral region; Compound autofluorescence, 340/450 nm, Alexa 350 dye-equivalents; active compounds read high; 59,000 compounds, 11% hits; max dye-equivalent concentration, M; in the data active = max dye-equivalent concentration above about 10 nM; inconclusive = mostly about 1.1 nM to 9.6 nM
Rhodamine autofl – compound fluoresces in the rhodamine spectral region | Rhodamine-region fluorescence, 547/598 nm, Tris buffer; active compounds read high | max dye-equivalent concentration, M | 59,000 compounds, 0.05% hits; in the data active = max dye-equivalent concentration above about 11 nM; inconclusive = between about 1.1 nM and that limit
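qHTS spectral profiling of compounds without any target or enzyme present, in pH 8.0 Tris buffer; plates were read after a 15-minute room-temperature incubation using the rhodamine-region filter set.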
BRCT inh green – inhibitors of human BRCA1 BRCT-phosphoprotein interaction (green fluorophore). P38398. BRCA1 BRCT-phosphopeptide binding, green fluorescence polarization. Potency, µM (doses to about 76.9 µM), for inactives: at the top dose activity change, negative = inhibition, usual class: inhibitors. 75,000 compounds, 0.05% hits. AID 875;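 note: potency is the fitted concentration of half-maximal effect; plate controls were peptide without protein for full effect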
Target sequence (P38398 whole entry, looked up): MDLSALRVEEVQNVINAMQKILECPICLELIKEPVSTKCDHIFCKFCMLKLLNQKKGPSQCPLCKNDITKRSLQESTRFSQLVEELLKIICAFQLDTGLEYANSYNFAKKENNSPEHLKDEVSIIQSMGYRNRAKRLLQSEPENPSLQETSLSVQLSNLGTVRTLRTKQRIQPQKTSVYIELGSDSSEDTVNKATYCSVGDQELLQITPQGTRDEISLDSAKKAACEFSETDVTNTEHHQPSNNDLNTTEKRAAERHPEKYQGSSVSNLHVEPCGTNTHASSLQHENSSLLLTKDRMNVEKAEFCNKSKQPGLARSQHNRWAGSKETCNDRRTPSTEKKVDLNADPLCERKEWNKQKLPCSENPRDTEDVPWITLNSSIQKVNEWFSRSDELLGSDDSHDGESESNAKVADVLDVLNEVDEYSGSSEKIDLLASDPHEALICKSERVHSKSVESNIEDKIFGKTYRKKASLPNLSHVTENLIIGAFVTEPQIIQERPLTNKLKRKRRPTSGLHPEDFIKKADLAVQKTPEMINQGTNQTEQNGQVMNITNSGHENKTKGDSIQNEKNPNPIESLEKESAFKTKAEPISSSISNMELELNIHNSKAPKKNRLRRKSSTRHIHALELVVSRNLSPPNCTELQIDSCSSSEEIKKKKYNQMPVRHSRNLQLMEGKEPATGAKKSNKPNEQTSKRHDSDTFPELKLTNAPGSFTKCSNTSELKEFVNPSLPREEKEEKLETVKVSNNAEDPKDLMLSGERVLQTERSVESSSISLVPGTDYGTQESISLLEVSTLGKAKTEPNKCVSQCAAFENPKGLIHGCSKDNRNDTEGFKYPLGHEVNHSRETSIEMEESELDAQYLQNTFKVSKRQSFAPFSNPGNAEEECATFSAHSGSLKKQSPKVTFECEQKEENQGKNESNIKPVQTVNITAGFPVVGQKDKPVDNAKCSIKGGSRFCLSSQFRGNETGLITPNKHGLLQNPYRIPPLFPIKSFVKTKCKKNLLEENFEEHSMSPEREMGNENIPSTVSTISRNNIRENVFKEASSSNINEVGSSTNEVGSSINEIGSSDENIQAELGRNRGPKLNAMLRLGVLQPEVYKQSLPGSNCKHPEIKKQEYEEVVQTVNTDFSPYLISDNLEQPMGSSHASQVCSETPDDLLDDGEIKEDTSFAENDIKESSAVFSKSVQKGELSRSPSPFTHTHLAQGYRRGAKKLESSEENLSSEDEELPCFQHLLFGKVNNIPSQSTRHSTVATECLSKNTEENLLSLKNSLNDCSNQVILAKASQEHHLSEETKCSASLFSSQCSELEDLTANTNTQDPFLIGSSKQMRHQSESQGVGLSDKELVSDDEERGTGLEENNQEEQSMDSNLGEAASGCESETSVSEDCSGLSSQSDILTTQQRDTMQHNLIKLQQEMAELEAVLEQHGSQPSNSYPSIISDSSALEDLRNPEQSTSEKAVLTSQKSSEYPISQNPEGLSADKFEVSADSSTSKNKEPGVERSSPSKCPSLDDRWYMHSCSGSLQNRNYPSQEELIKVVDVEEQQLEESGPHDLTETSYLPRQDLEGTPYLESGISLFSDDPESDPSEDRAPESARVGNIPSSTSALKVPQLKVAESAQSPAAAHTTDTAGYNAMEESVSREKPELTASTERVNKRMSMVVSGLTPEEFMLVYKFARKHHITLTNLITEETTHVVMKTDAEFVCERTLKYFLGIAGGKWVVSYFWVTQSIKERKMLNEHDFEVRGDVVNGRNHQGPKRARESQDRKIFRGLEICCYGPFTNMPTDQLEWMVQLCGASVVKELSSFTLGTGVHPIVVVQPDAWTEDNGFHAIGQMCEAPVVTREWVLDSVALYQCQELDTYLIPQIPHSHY
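Fluorescence polarization: His-tagged BRCT (~35 kDa BRCA1 C-terminus, 250 nM) bound to 100 nM fluorescein-labeled phosphorylated 10-aa BACH1 peptide, pH 7.3 phosphate buffer with DTT and Tween 20. Compounds incubated 12 min at room temperature; inhibition read as lowered polarization.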
4-MU autofl – compounds fluorescent in 4-MU spectral region. compound autofluorescence, 340/450 nm, 4-MU equivalents; active compounds read high. max dye-equivalent concentration, M. 59,000 compounds, 11% hits; in the data active = max dye-equivalent concentration above about 10 nM; inconclusive = mostly about 1.1 nM to 9.6 nM
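Compounds in 100 mM Tris, pH 8.0, sat 15 min at room temperature before fluorescence was read at 340 nm excitation/450 nm emission; a per-plate six-point 4-MU standard curve converted signals to dye-equivalent concentration at each compound concentration.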
Casp1 inh – caspase-1 (human) inhibition, allosteric or competitive | P29466 | Caspase-1 enzyme, Ac-WEHD-AFC fluorogenic rate | Potency, µM (highest dose often 57.5 µM), inactives show at the top dose activity change, negative = inhibition, usual class: inhibitors | 75,000 compounds, 0.03% hits | AID 900;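 note: potency is the fitted concentration of half-maximal effect; plate controls were vehicle for no effect and no substrate for full effect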
HEK293 cAMP ctrl – raises cAMP in parental HEK293 cells, TSHR agonist counter-screen | parental HEK293 CNG cAMP sensor, membrane potential fluorescence | 73,000 compounds, 2.5% hits | AID 938 | Potency, µM (top dose mostly 57.1 µM), inactives show top-dose activation, actives largely listed as activators; note: potency is the fitted concentration of half-maximal effect; % of control where 0% means no effect; nearly all actives have a fitted effect of over 55% in size
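Parental HEK 293 cells stably expressing a cAMP-gated CNG channel were loaded with membrane potential dye containing 100 uM RO 20-1724 for 60 min. Compound added for 30 min; depolarization read as fluorescence intensity at 590 nm.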
TexasRed autofl – Texas Red region autofluorescence; Compound fluorescence, Texas Red channel, 547/618 nm; active compounds read high; max dye-equivalent concentration, M; 59,000 compounds, 0.06% hits; AID 587; in the data active = max dye-equivalent concentration above about 10 nM; inconclusive = between about 1.1 nM and that limit
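Fluorescence at ex 547/em 618 nm, normalized against an on-plate Texas Red standard series to give dye-equivalent concentration per compound concentration. Buffer 100 mM Tris, pH 8.0; 15 min RT incubation before CCD imaging.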
USP2a inhib – inhibitors of human ubiquitin-specific protease USP2a. O75604. USP2a enzymatic assay, qHTS inhibition. Potency, µM (highest dose often 38.3 µM), inactives show at the top dose activity change, negative = inhibition, usual class: inhibitors. 60,000 compounds, 0.1% hits;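 note: potency is the fitted concentration of half-maximal effect; nearly all actives have a fitted effect of over 60% in size; plate controls were DMSO for no effect and NEM full inhibition control for full effect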
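USP2 core (20nM final) preincubated 30 min RT with compound, then Ub-PLA2 20nM and NBD C6-HPC 20uM final added; buffer 20mM Tris-HCl pH 8.0, 2mM CaCl2. Fluorescence Ex 460/Em 535 read at 0 and 2.5 h; normalized to NEM.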
BRCT PPI red – disrupts BRCA1 BRCT binding to phosphoprotein, red fluorophore readout; P38398; BRCT-phosphopeptide binding, red fluorescence polarization; Potency, µM (titrated, usually from 76.9 µM), for the others: at the top dose activity change, negative = inhibition, usual class: inhibitors; 75,000 compounds, 0.03% hits; AID 892; note: % is set by controls: 0 for no effect and ±100 for the full control effect
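Fluorescence polarization: 100 nM His-tagged BRCA1 BRCT with 100 nM TAMRA-labelled phospho-BACH1 decapeptide, phosphate buffer pH 7.3 with 150 mM NaCl, DTT, 0.01% Tween 20; 12 min RT. Binding inhibition seen as FP decrease.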
* hit, by the source's call; i = inactive; ? = inconclusive; . = no result given; [ ] = another dose, or the depositor's remark. Unless noted, calls come from the whole dose curve; as a rule, active = well fitted curve in the direction sought with a large enough effect; inconclusive = small, poorly fitted or top-dose-only effect, or another doubt; inactive = no such curve, though single readings can be large; an effect the other way counts as inactive or inconclusive. These rows are one share of the data; count on the stated rates, not on these rows.

molecule | Caspase-7 inhib | Fluorescein autfl | A350 autofl | Rhodamine autofl | BRCT inh green | 4-MU autofl | Casp1 inh | HEK293 cAMP ctrl | TexasRed autofl | USP2a inhib | BRCT PPI red
CCCNC(=O)N1CCN(S(=O)(=O)c2ccc(C)cc2)CC1 | -1% | i | i | i | -1.1% | i | 3% | -10%[2.29 µM] | i | 2% | -1.6%
COc1ccc(NC(=O)C(Cc2ccccc2)NC(=O)c2ccco2)cc1OC (stereo unspecified) | -1% | i | i | i | -1.2% | i | 1% | ? | i | 8% | 0.6%
O=C(c1ccc(C(F)(F)F)cc1)N1CCCCC1 | 2% | i | i | i | -2.1% | i | 0% | ? | i | 2% | -0.9%
c1ccc(-c2cc3c(nn2)CCc2nonc2-3)cc1 | -1% | ? | i | i | -0.9% | i | 3% | ? | i | -29% | -0.4%
COc1ccc(C(=O)Nc2cc(OC)cc(OC)c2)cc1 | 0% | . | . | . | -0.8% | . | 1% | 5% | . | 3% | 0.6%
Cc1ccc2oc(=O)c3cnn(CC(=O)Nc4ccccc4N4CCN(C)CC4)c3c2c1 | 2% | . | . | . | 0.2% | . | 0% | 0% | . | . | -3.6%
N[C@]1(C(=O)O)CCc2cc(P(=O)(O)O)ccc21 | -2% | . | . | . | 0.5% | . | -3% | 9% | . | . | -0.3%
CCOc1ccc(N2C(=O)CC(SCCN)C2=O)cc1 (stereo unspecified) | 4% | i | i | i | -4.6% | i | -2% | 15% | i | -5% | 0.7%
COC(=O)C(NC(=O)c1ccccc1)=C1C=C(C)OC(C)=C1 | -2% | . | . | . | 0.0% | . | -1% | 29% | . | 1% | 0.6%
Cc1cc(=O)oc2ccc(OCC(=O)N3CCC(C)CC3)cc12 | -1% | i | 5.3e-08M* | i | 1.7% | 5e-08M* | 0% | 9% | i | 2% | -0.3%
O=C1c2ccccc2C(=O)N1CCCCCc1nc(-c2ccccc2)no1 | -3% | i | i | i | 0.1% | i | -1% | ? | i | 3% | 0.9%
O=C(OCn1nnc2ccccc2c1=O)C1CCN(S(=O)(=O)c2cccs2)CC1 | -6% | ? | i | i | 1.8% | i | -4% | 0% | i | 22% | 0.6%
CN1CCN(Cc2nc3c(c(=O)n(C)c(=O)n3C)n2Cc2ccccc2Cl)CC1 | -8% | . | . | . | -3.4% | . | -4% | 9% | . | . | -2.3%
Cn1c(=NCC(O)COc2ccccc2)sc2ccccc21 (stereo unspecified) | . | i | ? | i | . | i | . | . | i | . | .
Cc1ccnc(NS(=O)(=O)c2ccc(NS(=O)(=O)c3cccs3)cc2)n1 | 0% | i | i | i | 2.3% | i | 0% | 7% | i | -14% | -0.8%
CCn1c(SCC(=O)NCCc2ccccc2)nnc1-c1cccs1 | -2% | i | i | i | -1.5% | i | 1% | 3% | i | -1% | 0.3%

Individual results from the results shown.
BRCT PPI red, `CN1CCN(Cc2nc3c(c(=O)n(C)c(=O)n3C)n2Cc2ccccc2Cl)CC1` → -2.3%
BRCT PPI red, `O=C(c1ccc(C(F)(F)F)cc1)N1CCCCC1` → -0.9%

(more compounds)
molecule | Caspase-7 inhib | Fluorescein autfl | A350 autofl | Rhodamine autofl | BRCT inh green | 4-MU autofl | Casp1 inh | HEK293 cAMP ctrl | TexasRed autofl | USP2a inhib | BRCT PPI red
COc1cccc(NC(=O)N2CCN(C(=O)C(Cc3ccc(OC)c(OC)c3)NC(C)=O)CC2)c1 (stereo unspecified) | 1% | i | i | i | -1.1% | i | 1% | 5% | i | -9% | -1.3%
CCOC(=O)c1cnn(-c2cc(C)nc3c(-c4ccccc4)c(C)nn23)c1N | 0% | i | i | i | 0.6% | i | -2% | -7% | i | 4% | 0.9%
CCCC12CN3CC(C)(CN(C1)C3c1ccc(OC(C)C)cc1)C2=O (stereo unspecified) | -2% | i | i | i | 0.1% | i | 0% | 11% | ? | 8% | -0.3%
CN(C(=O)c1ccncc1)C1CCS(=O)(=O)C1 (stereo unspecified) | -1% | . | . | . | -5.1% | . | -1% | 0% | . | -2% | -1.1%
CCOc1cc(C2C(C(=O)OC(C)C)=C(C)N=C3SCCC(=O)N32)ccc1OC(C)=O (stereo unspecified) | -1% | i | i | i | -1.4% | i | -1% | 9% | ? | 7% | -2.8%
CCOc1ncccc1C(=O)Nc1ccccc1C(=O)NCc1ccc2c(c1)OCO2 | 5% | i | i | i | 1.6% | i | 1% | ? | ? | 8% | -0.3%
O=C(Nc1ccc(Nc2ccccc2)cc1)c1ccco1 | -2% | i | i | i | 1.6% | i | -3% | -14% | i | 0% | -1.6%
Cc1c(Cl)cccc1NC(=O)CN1CCN(CCO)CC1 | -1% | i | i | i | -1.3% | i | 0% | 3% | i | 5% | -0.2%
COc1c(-c2coc3cc4c(cc3c2=O)CC(OC(C)=O)C(C)(C)O4)ccc2c1C=CC(C)(C)O2 (stereo unspecified) | -2% | . | . | . | 1.9% | . | -4% | . | . | 38%[activator] | 0.6%
CC(=O)N1CCN=C1SCc1ccccc1 | -2% | . | . | . | -1.9% | . | -3% | -1% | . | . | 1.1%
CCOC(=O)c1ccccc1N1C(=O)CSC1=S | 0% | . | . | . | 8.6% | . | 0% | 0%[11.4 µM] | . | 23%[7.66 µM] | 1.0%
COc1cc(Cl)c(S(=O)(=O)NCCCN2CCOCC2)cc1Cl | -1% | i | i | i | -1.9% | i | -2% | 8% | ? | 2% | 0.9%
COc1ccc(CN2CCN(C(=O)CN3C(=O)C4C5C=CC(C5)C4C3=O)CC2)c(OC)c1OC (stereo unspecified) | 3% | i | i | i | -0.2% | i | 1% | 8% | i | 3% | -0.5%
CC(=O)Nc1nonc1-c1nc2ccccc2n1CCC#N | -2% | i | ? | i | -0.7% | ? | -4% | 17% | i | 12% | -0.7%
O=C(NC1CCCCC1)C1CN(S(=O)(=O)c2ccccc2)CCN1S(=O)(=O)c1ccccc1 (stereo unspecified) | -1% | i | i | i | -2.3% | i | -2% | 21% | i | 26% | -1.0%
CN(C)c1nc(Oc2ccc(=O)n(C)n2)nc(N2CCOCC2)n1 | 2% | ? | ? | i | 2.2% | ? | -1% | 16% | i | 1% | -0.3%
COc1ccc(Cn2c(CCC(=O)O)nc3cccnc32)cc1 | -3% | ? | ? | i | -2.4% | ? | 2% | 7% | ? | -4% | -0.2%
COc1ccc(C(=O)N2CCC3(CC2)CCN(C(c2ccccc2)c2ccccc2)CC3)cc1 | -3% | i | i | i | -4.3% | i | -2% | 4% | i | 101%[activator] | -3.7%
C=CCn1c(COc2cccc3ccc(C)nc23)nnc1SCC(=O)O | 0% | i | i | i | -1.5% | i | 0% | 2% | i | -3% | 0.4%
Oc1ccccc1C1=Nc2ncnn2C(c2ccc(F)cc2)C1 (stereo unspecified) | -5% | i | ? | i | -2.0% | ? | -4% | 13% | i | 0% | 1.4%
Nc1c(OCC(=O)O)ccc2cc(S(=O)(=O)O)ccc12 | -2%[11.5 µM] | i | ? | i | -1.4%[15.4 µM] | ? | 1%[11.5 µM] | 1%[11.4 µM] | ? | . | -0.9%[15.4 µM]
CN(C)c1ccc(NC(=O)CN2CCC(C(=O)c3ccc(F)cc3)CC2)cc1 | 1% | i | i | i | -0.1% | i | -1% | 0% | i | . | -1.3%
CCc1ccc(-n2c(SCC(=O)Nc3cc(C)[nH]n3)nc3[nH]ncc3c2=O)cc1 | -1% | i | i | i | 4.5% | i | 0% | 0% | i | 33%[activator] | -1.1%
CCn1c(N2CCC(Cc3ccccc3)CC2)nc2c1c(=O)[nH]c(=O)n2C | 0% | ? | 2.5e-08M* | i | -2.4% | 1.8e-08M* | -5% | 4% | i | 14% | -1.8%
COC(=O)NCCOc1cc(C)ccc1C | 0% | i | i | i | 0.6% | i | -1% | 8% | i | 0% | 0.7%
COc1ccc(-c2nc(C#N)c(NCCc3ccccc3)o2)cc1OC | -3% | ? | ? | i | -2.2% | ? | -3% | 7% | i | 8% | -1.9%
COc1ccc(Oc2ncc3nc(-c4ccc(OC)cc4)c(=O)n(C4CC4)c3n2)cc1 | ? | i | i | i | -0.3% | i | ? | 13% | i | 171%[activator] | -0.2%
N#CC1=C(SCc2ccccc2)NC(=O)CC1c1ccc(O)cc1 (stereo unspecified) | 2% | . | . | . | 0.6% | . | -8% | -9%[11.4 µM] | . | 1%[7.66 µM] | 2.8%
C=C(C)OC(C)=O | 0% | . | . | . | 0.3% | . | -2% | -5% | . | . | -0.6%
CNS(=O)(=O)c1cccc(C(=O)NCC(c2cccs2)N(C)C)c1 (stereo unspecified) | 0% | i | i | i | 0.1% | i | -1% | -3% | i | 4% | 1.7%
CCCC(c1nnnn1Cc1ccc(OC)cc1)N1CCN(c2ccccc2)CC1 (stereo unspecified) | -14% | i | i | i | 0.9% | i | -6% | ? | ? | . | -0.5%
COc1ccc(C(=O)N2CCSC2=S)cc1OC | 0% | i | i | i | 0.0% | i | 0% | -10% | i | -5% | -0.4%
